CF NFkB inh = blocks PAF-induced NF-kB reporter in cystic fibrosis cells | inhibition, % at 5 µM | 360,000 compounds, 0.86% hits | KKLEB NF-kB-GFP reporter, GFP fluorescence overnight;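 active = at least 50% inhibition at 5 µM, scaled per plate between neutral and stimulator controls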;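 note: PAF is a Pseudomonas aeruginosa culture filtrate used as stimulus; plate controls were PAF-stimulated DMSO wells for no effect and unstimulated DMSO wells for full effect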
NR2E3 ag-1 = activates human photoreceptor nuclear receptor NR2E3; Q9Y5X4; GST-NR2E3/biotin-RetCOR TR-FRET, 1536-well; inhibition of corepressor binding, % at 4.78 µM; 320,000 compounds, 0.12% hits; AID 2300;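 active = percent inhibition above the cutoff of mean plus 3 SD of all tested compounds, set per screening campaign, cut at about 20% in these data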;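 note: 0% = DMSO wells and 100% = biotin wells as full block of FRET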
Target sequence (Q9Y5X4 whole entry, looked up): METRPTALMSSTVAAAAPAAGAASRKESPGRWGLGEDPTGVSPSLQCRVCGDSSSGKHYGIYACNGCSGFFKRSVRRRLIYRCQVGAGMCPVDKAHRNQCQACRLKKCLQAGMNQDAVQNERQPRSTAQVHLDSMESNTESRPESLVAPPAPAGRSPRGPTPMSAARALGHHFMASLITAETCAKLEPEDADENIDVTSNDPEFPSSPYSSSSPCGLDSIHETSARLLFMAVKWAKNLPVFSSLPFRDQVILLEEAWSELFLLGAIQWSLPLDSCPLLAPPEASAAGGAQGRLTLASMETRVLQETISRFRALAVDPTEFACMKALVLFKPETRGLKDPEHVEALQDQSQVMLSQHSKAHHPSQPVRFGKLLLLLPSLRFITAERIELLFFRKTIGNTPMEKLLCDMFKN
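Assay system: NR2E3–RetCOR corepressor complex. Quantity: 1.35 nM GST-NR2E3. Buffer or medium: pH 7.5 Tris-based buffer. Reagent: biotinylated RetCOR corepressor at 7 nM final. Schedule: 5 h at 4 °C. Detection: TR-FRET, emission read at 617 and 671 nm. Replicates: one well per compound, singlicate testing.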
TWEAK Fn14 block = inhibitors of TWEAK-Fn14 interaction signaling; TWEAK-stimulated Fn14 reporter cells, luciferase luminescence, 8 h; inhibition, % at 10 µM; 360,000 compounds, 2% hits; in the data active = inhibition above about 50%
Shn3 inh set2 = Schnurri-3 reporter inhibition in Clone20 osteoblasts; Clone20 osteoblast Shn3 3'UTR firefly luciferase, 24 h; 360,000 compounds, 0.52% hits; inhibition, % at 12.5 µM; AID 588674;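 active = mean inhibition of at least 75% with every replicate also reaching 75%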;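 note: 0% = median of neutral control wells and 100% = pilot-screen positive control compound; some compounds past the cut are filed as inactive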
Peg3 prom inh = Peg3 promoter activity inhibition | HeLa PEG-Prom luciferase reporter, luminescence, overnight | inhibition, % at 20 µM | 360,000 compounds, 1.7% hits;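 active = inhibition of at least 50% at 20 µM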
aDG glyco up = increases alpha dystroglycan glycosylation. 360,000 compounds, 0.22% hits. AID 624168. activation, % at 10 µM. Pro5-aDG cells, alpha-DG glycosylation AlphaScreen (IIH6); 0% Pro5, 100% B10-LARGE cell signal;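 active = activation of at least 8% versus controls, or a plate z-score of at least 8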;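 note: Pro5 are CHO cells carrying HIG-tagged alpha-DG that lacks glycosylation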
HIF-2a block = blocks HIF-2a reporter activity; inhibition, % at 18.8 µM; 786-0 RCC cells HIF-2a reporter, luciferase luminescence, overnight; 360,000 compounds, 0.72% hits; AID 624352;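 active = inhibition of the luminescence signal of 40% or more relative to plate controls, in a single-dose primary screen at 18.75 µM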
KKLEB cytotox = CF airway cell cytotoxicity counter-screen; 360,000 compounds, 0.36% hits; activity change (cytotoxicity), % at 5 µM; KKLEB CF airway cells viability, ATPlite luminescence, overnight; hits give low values; cells stimulated with P. aeruginosa culture filtrate;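 active = corrected activity change at or below -50% at 5 µM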
hiPSC survival = enhancers of human iPSC single-cell survival; hiPSC single-cell survival, ATPlite luminescence; 100% = ROCK inhibitor wells, 0% = DMSO; AID 602274; survival enhancement, % at 20 µM; 360,000 compounds, 0.044% hits; in the data active = survival enhancement above about 18%;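 note: cells exposed to compounds for 16 hours before the ATP read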
NR2E3 ag-2 = activates human NR2E3 receptor; 360,000 compounds, 0.35% hits; AID 602229; Q9Y5X4; CHO-S Gal4-NCOR/VP16-NR2E3 two-hybrid, luciferase; inhibition of corepressor binding, % at 3.98 µM;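 active = inhibition above the mean of all tested compounds plus 3 SD, cut at about 70% in these data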;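 note: 0% = DMSO with NR2E3 transfected cells and 100% = cells lacking NR2E3 construct; higher means lower luciferase signal from less NR2E3 corepressor binding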
MITF TRPM1 inh = inhibitors of MITF-driven TRPM1 promoter in melanoma cells; 330,000 compounds, 0.83% hits; SK-MEL-5 TRPM1 promoter luciferase, 24 h; inhibition, % at 12.5 µM;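 active = mean inhibition across replicates of 60% or more, whatever share of single replicates reaches that level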; note: values of inactives mirror those of a sister screen read the other way
* marks the source's active call; other numbers are inactive results; nt = no result given.

SMILES	CF NFkB inh	NR2E3 ag-1	TWEAK Fn14 block	Shn3 inh set2	Peg3 prom inh	aDG glyco up	HIF-2a block	KKLEB cytotox	hiPSC survival	NR2E3 ag-2	MITF TRPM1 inh
CCCS(=O)(=O)c1c(S(=O)(=O)CCC)c2c(N)cccn2c1C(=O)OC	5	0	-10	7	-6	0.5	15	-4	-2.0	-8	-3
CCCCC(=O)Nc1nn(CC(C)C)c2nc3ccccc3cc12	-13	-3	26	-5	16	0.5	9	24	-2.8	-7	13
CCc1ccc(N2CC(C(=O)OCc3csc(CC(=O)Nc4ccccc4C)n3)CC2=O)cc1 (centres undefined)	-8	0	-4	-139	1	-0.3	2	3	1.2	3	-13
COc1ccc(CCNC(=O)c2cccnc2)cc1	10	4	8	11	-3	-0.1	-4	-11	-0.2	5	-1
CN(CC(=O)NCCCc1ccccc1)Cc1ccc(Br)cc1	-5	0	-18	-9	8	0.0	14	14	-0.1	2	4
O=C1/C(=C\c2c(NCCOCCO)nc3ccccn3c2=O)SC(=S)N1Cc1ccco1	-52	0	-52	-9	10	-0.1	-2	15	-0.3	-11	12
CCOC(=O)c1c(NC(=O)CSc2nnc(C)s2)sc2c1CCN(C)C2	-10	3	5	1	-6	0.5	0	7	0.5	-27	9
Cc1ccc(NC(=O)c2cc(S(=O)(=O)Nc3ccc(C)cc3)cs2)cc1	-9	3	10	35	16	1.5	19	1	-0.3	-11	-1
Cc1ccc(CNC(=O)C2CC(c3ccccc3F)=NO2)cc1 (centres undefined)	-27	2	8	-16	-75	-0.1	-35	7	0.1	-82	3
COc1ccc(C(=O)NC(=C(Cl)Cl)S(=O)(=O)c2ccc(C)cc2)cc1	-16	-1	45	-5	14	0.0	-10	-5	0.3	13	0
COc1cc(NC(=O)CSc2ccc3c(c2)OCCO3)cc(OC)c1OC	6	-1	3	58	18	1.6	15	1	1.2	13	-2
CC(C)c1ccc(CC(=O)N2CCC2(C)C(=O)NCC(C)(C)C)cc1 (centres undefined)	-11	nt	16	14	6	0.0	9	3	-2.7	10	nt
CCCCN1C(=O)C(CC(=O)NCc2cccc3ccccc23)CC(C(=O)N2CCCCCC2)=C1C (centres undefined)	nt	nt	-14	nt	nt	-0.1	16	nt	-0.3	7	nt
CC1(C)CN(Cc2ccccc2)C(=O)[C@H]1CC(=O)Nc1ccccc1	4	nt	15	9	14	-0.2	5	-7	-2.2	5	nt
CSc1cccc(N/C(=N/S(=O)(=O)c2ccccc2)NN)c1	-3	nt	6	-16	8	-0.1	26	6	-0.2	1	8
CCCCOc1ccc(C(=O)NCCc2ccccc2)cc1	-21	5	-4	-135	-274	0.0	-224	-2	-0.5	-139	-27
CC1CCC2(CC1)NC(=O)N(CC(=O)Nc1ccc(N3CCOCC3)cc1)C2=O (centres undefined)	23	4	-4	19	1	-0.4	8	-4	-1.9	-12	6
O=C(CN1CCN(S(=O)(=O)/C=C/c2ccccc2)CC1)Nc1ccccc1N1CCOCC1	17	2	-12	17	10	0.0	23	-13	-0.3	-3	1
O=C1CC(C(=O)Nc2cccc3ccccc23)C2(CCCC2)O1 (centres undefined)	4	0	10	1	1	0.1	1	-3	-1.0	-7	20
O=C(NCCCCC(NC(=O)c1ccc([N+](=O)[O-])cc1)C(=O)O)c1ccc([N+](=O)[O-])cc1 (centres undefined)	3	-1	-6	1	7	0.0	21	0	4.9	-4	-4
COc1ccc(S(=O)(=O)N2CCN(Cc3ccccc3)CC2)c(C)c1	18	1	0	16	6	0.2	7	-6	-0.5	-17	-1
COc1ccc(C(=O)NNC2=NS(=O)(=O)c3ccccc32)cc1OC	12	1	39	1	14	0.2	6	-4	-0.7	-47	-2
O=C(Nc1ccccc1)NC1(C(=O)N2CCN(c3ncccn3)CC2)CCCCC1	-6	-3	13	20	1	1.6	13	4	0.3	-16	-5
CC(=O)Nc1ccc(S(=O)(=O)Nc2nc3ccccc3nc2Nc2ccc(O)c(C(=O)O)c2)cc1	6	0	-7	-5	6	-0.2	6	-4	0.3	-3	-4
FC(F)Oc1ccc(NC(=S)NC2CCCCCCC2)cc1	8	0	-16	-3	-115	1.4	-223	-10	-0.4	-40	-37
The list continues.
SMILES	CF NFkB inh	NR2E3 ag-1	TWEAK Fn14 block	Shn3 inh set2	Peg3 prom inh	aDG glyco up	HIF-2a block	KKLEB cytotox	hiPSC survival	NR2E3 ag-2	MITF TRPM1 inh
COc1ccc2cc(CN(Cc3cccnc3)S(=O)(=O)c3ccccc3)c(=O)[nH]c2c1	-3	-2	-7	12	29	0.3	0	-19	5.2	-48	6
Cc1c(OC(C)C(=O)NCC2CCC(C(=O)O)CC2)ccc2c3c(c(=O)oc12)CCCC3 (centres undefined)	9	-3	8	-13	5	-0.3	-3	-5	-0.3	-15	-1
O=C(c1cccs1)N1CCC(C(=O)N2CCN(Cc3ccc4c(c3)OCO4)CC2)CC1	3	3	-2	6	7	0.3	11	0	-1.0	0	4
COC(=O)c1ccc(N/C=C\C(=O)c2ccc3c(c2)OCO3)cc1	-22	0	1	-40	-124	-0.1	-66	-7	-2.5	-23	-25
COc1ccc(NS(=O)(=O)c2ccc3c(c2)NC(=O)CO3)cc1	4	-1	4	-18	22	-0.1	19	2	-1.1	3	-4
CC(C)(C)SCCNC(=O)c1ccc(Cl)c(S(=O)(=O)N2CCOCC2)c1	5	2	12	nt	12	-0.1	12	2	-0.5	-18	-18
O=[N+]([O-])c1ccc(O)c(/C=N/Nc2nn[nH]n2)c1	5	-2	-3	-9	-10	0.2	7	7	-0.4	21	-4
CN(C(=O)CN1C(=O)NC(C)(CCc2ccccc2)C1=O)c1ccccc1 (centres undefined)	4	3	6	-16	-5	0.5	7	-8	-0.5	0	3
CCc1nc(N2CCC3(CC2)OCCO3)c2nnn(Cc3ccccc3Cl)c2n1	7	1	12	-2	22	0.8	11	-12	-1.8	-2	12
O=C(CCNC(=O)c1ccco1)Nc1cccc(Br)c1	0	-3	13	-16	-4	-0.1	-2	-8	0.9	11	-18
COc1ccc(Cn2nnnc2CN2CCc3ccccc3C2)cc1	2	0	-4	-7	15	0.1	22	7	2.4	-19	14
COc1ccc(C(=O)N2CCCC(C)(C(=O)NS(=O)(=O)C3CC3)C2)c(OC)c1 (centres undefined)	-16	nt	-3	1	0	-0.4	9	4	-1.8	-22	nt
COc1cc2c(cc1OC)-c1cc3ccc4c(c3c[n+]1CC2)OCO4	-36	-4	-13	-25	-1	-0.1	9	-6	-0.1	-47	6
CCS(=O)(=O)N1CCC(C(=O)Nc2cc([N+](=O)[O-])ccc2C)CC1	-4	2	24	14	-8	-0.1	17	4	-0.6	9	-8
COc1ccc(C(=O)Nc2ccc(S(=O)(=O)Nc3nccc(C)n3)cc2)cc1	12	-5	18	4	6	0.0	33	-6	-0.6	-2	12
CC1CCN(CCOc2ccccc2-c2ccccc2)CC1	-19	-3	-18	9	-4	0.3	9	8	-1.0	-22	-6
Cc1cccnc1CN1CCN(C(=O)CCc2nnc(CCc3ccccc3)o2)CC1	-20	-1	-25	-15	-82	0.0	-97	19	-0.3	-22	-20
N#C/C(=C\c1c[nH]c2ccccc12)C(N)=O	4	0	-25	-13	-40	0.0	-40	-1	1.0	-25	-8
CCOC(=O)C1=CN(Cc2cccc(F)c2)S(=O)(=O)N(CC)C1c1ccccc1 (centres undefined)	-8	nt	2	17	8	0.2	12	10	5.2	-8	7
COc1cccc(OC)c1C(=O)NCCSC1CCCCC1	9	5	-1	14	13	-0.2	24	2	-1.1	18	-11
C/C(=N/NC(=O)c1ccc(Br)o1)c1cccc(NC(=O)c2ccc(F)cc2)c1	-28	1	-29	-19	-87	-0.1	-86	7	-0.3	-48	-12
CCc1nc2ccc(C(=O)NCCOc3ccc(OC)cc3)cn2c1N(CC)CCN(C)C	13	nt	-7	-4	-10	-0.2	-2	-7	-2.6	18	nt
COC(=O)C1=C(C)Nc2ncnn2C1c1ccccn1 (centres undefined)	10	0	4	-36	2	0.0	-2	9	-3.1	-10	13
Cc1c(Cl)cccc1NC(=O)CC1NCCNC1=O (centres undefined)	4	3	2	4	14	0.1	10	-2	-0.6	-6	-7
Cc1cccc(Oc2cc(N)cc([N+](=O)[O-])c2)c1	-12	2	14	-14	22	0.0	19	2	-1.7	8	-15
COc1ccccc1-c1cc(C(=O)N2CCCC2)no1	-3	0	16	-86	-299	0.0	-188	-4	0.0	-196	-51
O=C(COC(=O)COc1ccc(Cl)cc1Br)NC1CC1	22	nt	22	-20	-1	-0.2	11	-24	-1.2	1	-1

Nothing new here: 13 of the compounds above.
SMILES	CF NFkB inh	NR2E3 ag-1	TWEAK Fn14 block	Shn3 inh set2	Peg3 prom inh	aDG glyco up	HIF-2a block	KKLEB cytotox	hiPSC survival	NR2E3 ag-2	MITF TRPM1 inh
COC(=O)c1ccc(N/C=C\C(=O)c2ccc3c(c2)OCO3)cc1	-22	0	1	-40	-124	-0.1	-66	-7	-2.5	-23	-25
COc1ccc(NS(=O)(=O)c2ccc3c(c2)NC(=O)CO3)cc1	4	-1	4	-18	22	-0.1	19	2	-1.1	3	-4
CC(C)(C)SCCNC(=O)c1ccc(Cl)c(S(=O)(=O)N2CCOCC2)c1	5	2	12	nt	12	-0.1	12	2	-0.5	-18	-18
O=[N+]([O-])c1ccc(O)c(/C=N/Nc2nn[nH]n2)c1	5	-2	-3	-9	-10	0.2	7	7	-0.4	21	-4
CN(C(=O)CN1C(=O)NC(C)(CCc2ccccc2)C1=O)c1ccccc1 (centres undefined)	4	3	6	-16	-5	0.5	7	-8	-0.5	0	3
CCc1nc(N2CCC3(CC2)OCCO3)c2nnn(Cc3ccccc3Cl)c2n1	7	1	12	-2	22	0.8	11	-12	-1.8	-2	12
O=C(CCNC(=O)c1ccco1)Nc1cccc(Br)c1	0	-3	13	-16	-4	-0.1	-2	-8	0.9	11	-18
COc1ccc(Cn2nnnc2CN2CCc3ccccc3C2)cc1	2	0	-4	-7	15	0.1	22	7	2.4	-19	14
COc1ccc(C(=O)N2CCCC(C)(C(=O)NS(=O)(=O)C3CC3)C2)c(OC)c1 (centres undefined)	-16	nt	-3	1	0	-0.4	9	4	-1.8	-22	nt
COc1cc2c(cc1OC)-c1cc3ccc4c(c3c[n+]1CC2)OCO4	-36	-4	-13	-25	-1	-0.1	9	-6	-0.1	-47	6
CCS(=O)(=O)N1CCC(C(=O)Nc2cc([N+](=O)[O-])ccc2C)CC1	-4	2	24	14	-8	-0.1	17	4	-0.6	9	-8
COc1ccc(C(=O)Nc2ccc(S(=O)(=O)Nc3nccc(C)n3)cc2)cc1	12	-5	18	4	6	0.0	33	-6	-0.6	-2	12
CC1CCN(CCOc2ccccc2-c2ccccc2)CC1	-19	-3	-18	9	-4	0.3	9	8	-1.0	-22	-6

Source: PubChem BioAssay (several laboratories)
